Source: PubChem
DDE Tn6 FP inh: inhibitors of Tn6 peptide binding to human fibrin DD(E); Fibrin DD(E) TRITC-Tn6 fluorescence polarization displacement; P02675; inhibition, % at 8.3 µM; actives 0.21% (n = 370,000);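 active = inhibition above a per-campaign cutoff: mean of compounds within control limits plus 3 SD, cut at about 15% in these data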;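 note: 0% = median of all compound wells on the plate and 100% = blocking peptide control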
Target sequence (P02675 whole entry, looked up): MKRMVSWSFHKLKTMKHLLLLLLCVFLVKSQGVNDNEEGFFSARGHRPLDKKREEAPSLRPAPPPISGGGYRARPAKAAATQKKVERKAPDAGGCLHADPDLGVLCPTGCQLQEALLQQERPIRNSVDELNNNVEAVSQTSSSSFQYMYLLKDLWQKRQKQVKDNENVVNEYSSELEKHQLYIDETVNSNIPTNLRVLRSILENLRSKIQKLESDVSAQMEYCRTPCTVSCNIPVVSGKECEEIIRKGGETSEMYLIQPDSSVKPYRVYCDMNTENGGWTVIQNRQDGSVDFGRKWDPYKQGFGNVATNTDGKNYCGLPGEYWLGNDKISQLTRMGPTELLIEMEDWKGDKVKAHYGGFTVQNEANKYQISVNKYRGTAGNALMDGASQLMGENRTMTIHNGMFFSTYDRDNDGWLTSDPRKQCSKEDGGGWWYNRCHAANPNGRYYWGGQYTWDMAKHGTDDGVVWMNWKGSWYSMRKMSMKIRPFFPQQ
PLCg1 inh: PLC-gamma1 (human) inhibition, primary screen; inhibition, % at 12.2 µM; purified PLC-gamma1, fluorogenic substrate, fluorescence; actives 0.84% (n = 370,000); P19174; in the data active = inhibition above about 9.5%
ASAP1 inh: ASAP1 ArfGAP inhibition; Q9ULH1; ASAP1-stimulated ARF1 GTP hydrolysis, GDP FP detection; inhibition, % at 16.5 µM; actives 0.19% (n = 360,000); in the data active = inhibition above about 25%;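 note: 0% = vehicle with enzyme and substrate and 100% = no enzyme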
NR1D1 modulator: modulators of human Rev-erb alpha DNA binding; AID 1259318; Rev-erbα–FITC-DNA binding, fluorescence polarization, 90 min; activity, % at 10 µM; P20393; actives 0.79% (n = 370,000);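 active = activity above about 14%, limit read from the data; passing the limit was not always enough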;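 note: 0% = DMSO wells with 35 nM protein and 100% = DMSO wells with 750 nM protein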
PLC-beta3 inh: inhibitors of human phospholipase C beta3; inhibition, % at 12.2 µM; Q01970; Purified PLC-beta3, fluorogenic substrate, fluorescence; actives 0.18% (n = 370,000); in the data active = inhibition above about 11%;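 note: 0% = median of compound wells on plate and 100% = full blocker control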
proKLK7 act: activates the human kallikrein-7 zymogen. actives 0.9% (n = 370,000). activation, % at 7 µM. P49862. purified proKLK7, EDANS-DABCYL substrate fluorescence; 100% is mature enzyme control, 0% vehicle;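 active = activation above the mean of all tested compounds plus 3 SD, computed per campaign excluding outliers beyond control limits, cut at about 13% in these data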
UHRF1 MBD2 ctr: human UHRF1 methylated DNA binding inhibitors; Q96T88; UHRF1 binding to methylated oligo, TR-FRET; inhibition, % at 4.4 µM; actives 0.75% (n = 370,000); AID 687016; in the data active = inhibition above about 21%;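 note: UHRF1 SRA domain binding a hemimethylated CpG hairpin DNA probe; 0% = median of test compound wells and 100% = reference inhibitor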
Tn7 DDE FP: DD(E)-Tn7 binding inhibition, primary FP screen. P02675. actives 0.13% (n = 370,000). FP displacement of FITC-Tn7 peptide from fibrin DD(E); 0% = median of compound wells per plate. inhibition, % at 8.3 µM;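 active = inhibition above the mean of compounds falling within the control limits plus 3 SD of them, cut at about 14% in these data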;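 note: 0% = plate median of compound wells and 100% = 10 µM Aha-Tn7 peptide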
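Assay system: human fibrin DD(E) protein / Input: 2 µM fibrin DD(E) / Benchmarks: high control of 10 µM Aha-Tn7 peptide / Measured by: fluorescence polarization of the labelled Tn7 tracer / Medium: Tris buffer with calcium and detergent, pH 7.8 / Timing: 10 min compound pre-incubation, 3 h probe incubation at room temperature / Repeats: one replicate per compound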
sPLA2-III inh: Blocks human group III sPLA2 activity; Q9NZ20; QFRET BODIPY PC-A2 liposome hydrolysis, fluorescence; inhibition, % at 12.2 µM; actives 0.56% (n = 370,000); AID 743126;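 active = inhibition above mean plus 3 SD of compounds lying within the high and low control bounds, cut at about 19% in these data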;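 note: 0% = median of test compound wells and 100% = no enzyme DMSO wells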
Target sequence (Q9NZ20 whole entry, looked up): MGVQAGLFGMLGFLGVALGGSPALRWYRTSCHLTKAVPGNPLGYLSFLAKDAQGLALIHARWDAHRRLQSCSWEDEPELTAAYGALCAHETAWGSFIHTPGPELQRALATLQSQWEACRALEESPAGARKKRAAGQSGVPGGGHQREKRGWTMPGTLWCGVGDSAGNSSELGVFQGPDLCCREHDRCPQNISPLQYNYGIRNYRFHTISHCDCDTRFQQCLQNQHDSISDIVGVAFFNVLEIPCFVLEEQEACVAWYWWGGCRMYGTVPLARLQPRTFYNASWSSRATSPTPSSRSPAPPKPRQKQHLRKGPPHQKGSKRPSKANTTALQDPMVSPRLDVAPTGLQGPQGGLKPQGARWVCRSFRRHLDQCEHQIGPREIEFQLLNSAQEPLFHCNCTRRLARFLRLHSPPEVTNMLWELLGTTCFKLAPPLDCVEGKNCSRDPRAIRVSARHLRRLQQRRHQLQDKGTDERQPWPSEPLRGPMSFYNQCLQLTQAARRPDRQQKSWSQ
ARFGAP1 inh: rat ARFGAP1 inhibition; Q62848; Arfgap1-stimulated ARF1 GTP hydrolysis, GDP FP detection; inhibition, % at 16.5 µM; actives 0.26% (n = 360,000);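 active = inhibition above a per-plate limit, mean inhibition of low control wells plus 3 SD, cut at about 25% in these data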;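 note: 0% = DMSO wells with enzyme and 100% = wells lacking Arfgap1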
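Assay system: Rat Arfgap1 GAP domain (His6, aa 1-136), purified enzyme | Buffer or medium: HEPES 25 mM pH 7.5, NaCl 150 mM, MgCl2, DTT | Schedule: GTP hydrolysis reaction 2 h at 25 °C | Signal: FP of antibody-bound GDP Alexa 633 tracer, ex 620/em 688 nm | Measure: Percent inhibition of Arfgap1-stimulated GTP hydrolysis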
The depositor's hits bear a star; & = joins results of further samples.

SMILES	DDE Tn6 FP inh	PLCg1 inh	ASAP1 inh	NR1D1 modulator	PLC-beta3 inh	proKLK7 act	UHRF1 MBD2 ctr	Tn7 DDE FP	sPLA2-III inh	ARFGAP1 inh
COc1ccccc1-c1cccc([C@@H]2C[C@H]3[C@H](CON3C)CN2C(C)=O)c1	6	1	-6	1	-3	0.8	4	-1	9	-2
C#CCOCCOCCOCCNc1nc(N2CCN(C(=O)[C@H](CCCCN)n3cc(CN)nn3)CC2)nc(N2CCN(C(=O)[C@H](CCCN=C(N)N)n3cc(C(N)[C@H](C)CC)nn3)CC2)n1 (stereo partly specified)	-5	2	0	3	3	-0.6	18	-5	5	-7
COc1cc(COC(=O)Oc2ccc(CNC(C)=O)cc2OC)c([N+](=O)[O-])cc1OC	-9	4	5	3	5	0.3	6	-3	-10	1
O=C(NCC1CCCO1)c1cc2ccccc2o1 (stereo unspecified)	1	0	-2	2	-6	-0.7	-1	2	10	2
COc1ccc(C(C)=O)cc1CSc1nnc(Nc2c(C)cccc2C)s1	0	5	0	5	1	0.2	-1	-5	-14	3
CC(=O)Nc1nnc(S(=O)(=O)N2CCN(c3ccc(Cl)cc3[N+](=O)[O-])CC2)s1	-3	-3	-9	2	-5	0.3	1	-3	-1	6
CC1(C)CC(=O)C(CC(=O)c2ccccc2)=C(NN=C(N)N)C1	3	1	1	-2	-4	-0.2	0	-1	4	8
CCn1nc(C)cc1-c1nnc(Sc2ncc([N+](=O)[O-])s2)n1C	-2	3	1	1	4	0.9	-3	-2	0	-3
O=C(NCCCn1ccnc1)c1ccc(Br)o1	1	2	-4	2	2	0.2	1	-6	6	5
O=C(COC(=O)CCC(=O)c1ccc(F)cc1)Nc1ccc(Cl)cn1	-6	-9	-8	-1	-11	0.8	-1	-2	0	-5
CSc1ccc(CN(C)Cc2cc(=O)oc3c(C)c(C)ccc23)cc1	-6	-5	-1	7	-15	0.2	1	1	10	3
Cc1ccc(/C=C/C(=O)Nc2ccc(S(=O)(=O)Nc3ncccn3)cc2)cc1	-5	-2	0	-4	-2	-0.7	4	3	8	9
CC(C)c1ccc(NC(=O)C2=NNC(=O)CC2)cc1	-4	0	8	1	-8	-0.5	2	1	4	18
CCc1ccc2nc3sc(C(=O)Nc4nnc(CC)s4)c(N)c3cc2c1	-5	-86	9	0	-92	1.2	-4	9	2	-2
Nc1nnc(-c2ccc(Cl)cc2Cl)s1	-1	-5	0	-7	-8	-0.8	-2	-4	2	2
Cn1c2c(c(=O)n(C)c1=O)CN(CC1CCCO1)CN2 (stereo unspecified)	3	-4	8	2	-5	0.1	1	-14	0	5
COc1ccc(-c2nn(-c3ccccc3)cc2/C=N/N=C(N)N)cc1OC	0	-62	17	-3	-67	0.4	2	-8	-7	13
Cc1ccc(C2=CC(c3cccs3)n3nnnc3N2)cc1 (stereo unspecified)	-1	-18	-10	7	-24	0.0	0	4	-10	3
COc1ccc(NS(=O)(=O)c2cccc(NC(=O)c3ccc(Cl)nc3)c2)cc1	5	-3	-3	-4	0	0.3	-4	-5	-34	4
NC(=O)N/C=C1\CCCOC1=O	1	1	-7	0	4	0.8	0	5	3	12

Laid out differently: results already given
| DDE Tn6 FP inh | PLCg1 inh | ASAP1 inh | NR1D1 modulator | PLC-beta3 inh | proKLK7 act | UHRF1 MBD2 ctr | Tn7 DDE FP | sPLA2-III inh | ARFGAP1 inh | Compound |
| --- | --- | --- | --- | --- | --- | --- | --- | --- | --- | --- |
| -5 | -86 | 9 | 0 | -92 | 1.2 | -4 | 9 | 2 | -2 | CCc1ccc2nc3sc(C(=O)Nc4nnc(CC)s4)c(N)c3cc2c1 |
| -1 | -5 | 0 | -7 | -8 | -0.8 | -2 | -4 | 2 | 2 | Nc1nnc(-c2ccc(Cl)cc2Cl)s1 |
| 3 | -4 | 8 | 2 | -5 | 0.1 | 1 | -14 | 0 | 5 | Cn1c2c(c(=O)n(C)c1=O)CN(CC1CCCO1)CN2 (stereo unspecified) |
| 0 | -62 | 17 | -3 | -67 | 0.4 | 2 | -8 | -7 | 13 | COc1ccc(-c2nn(-c3ccccc3)cc2/C=N/N=C(N)N)cc1OC |

Remaining list, next part:
SMILES	DDE Tn6 FP inh	PLCg1 inh	ASAP1 inh	NR1D1 modulator	PLC-beta3 inh	proKLK7 act	UHRF1 MBD2 ctr	Tn7 DDE FP	sPLA2-III inh	ARFGAP1 inh
CC(C(=O)Nc1ccc(O)c(C(=O)O)c1)N1C(=O)/C(=C/c2cccs2)SC1=S (stereo unspecified)	4	-1	-11	-9	-4	0.4	-7	3	-25	-4
CN1CCCN(C(=O)c2ccc(Br)s2)CC1	0	-1	7	1	-6	0.1	-2	0	3	3
O=C(NCc1csc2ccccc12)Nc1cc(Cl)cc(Cl)c1	0	1	-2	0	-6	-0.2	2	-5	2	14
COc1ccc(-n2nnc3c(SCC(=O)OCc4ccccc4)ncnc32)cc1	0	2	-7	-4	-2	0.5	-1	4	9	-3
Nc1nc2ccc(C(=O)Nc3ccccc3)cc2s1	-4	3	-6	1	1	0.4	0	7	10	-9
COCC1CCN(C(=O)C2CCC(=O)N(CCc3cccc(F)c3)C2)CC1 (stereo unspecified)	-1	-1	4	-6	-6	-0.1	1	0	0	7
COc1ccc2c(c1OC)C(=O)OC2Nc1nc(-c2ccccc2)cs1 (stereo unspecified)	-7	2	1	1	-1	-0.5	-2	-3	-5	-7
COc1ccc(C2CC(c3c(Cl)cccc3Cl)n3nc(N)nc3N2)cc1 (stereo unspecified)	0	-11	5	0	-10	0.1	-4	-9	0	-11
Cc1cccc(N(CC(=O)Nc2cccnc2)S(C)(=O)=O)c1	3	9	-7	0	9	-0.9	1	5	7	18
CCCc1[nH]nc2c1C(c1ccc(O)c(OC)c1)C(C#N)=C(N)O2 (stereo unspecified)	1	-3	2	5	2	0.2	-4	-2	4	1
O=C(COC(=O)c1ccc(Cl)cc1)NC1CCCCCC1	-7	-1	-15	-1	-6	-0.2	-1	-4	-6	-1
Cc1cccc(NC(=O)CSc2nnc(-c3n[nH]c4ccccc34)o2)c1	5	1	0	-1	1	-0.2	-3	4	-34	5
CCOC(=O)C1=C(c2ccccc2)NC(=O)NC1c1ccc(O)c(OCC)c1 (stereo unspecified)	2	3	4	-1	-4	-0.5	-2	0	-4	13
Cc1ccc(-c2ccc3c(c2)O[C@H](CN(C)C(=O)CC2CC2)[C@H](C)CN([C@@H](C)CO)S3(=O)=O)cc1	-1	3	0	-1	3	0.1	0	-1	2	3
O=C1NC[C@@H](CCCCN2C[C@H](Cc3ccc(O)cc3)N(Cc3ccccc3)C(=O)C2=O)N(CCC2CCCCC2)C1=O	3	0	-1	-6	-1	0.7	0	-7	-15	8
Nc1nc2n(n1)C(c1ccc(Cl)cc1)CC(c1ccc(F)cc1)N2 (stereo unspecified)	4	-9	-12	3	-5	0.4	-2	3	3	1
O=S(=O)(c1cccc(NC(=S)NCc2ccco2)c1)N1CCOCC1	-9	0	1	-1	8	-0.1	0	-3	-1	5
COc1ccccc1-c1cc(C(=O)Nc2cc(C)nn2-c2ccccc2)no1	0	-4	-19	-7	-4	-6.1	3	4	-8	0
COc1ccccc1N1CCN(C(=O)C(NS(=O)(=O)c2cccs2)c2ccccc2)CC1 (stereo unspecified)	3	6	-2	0	-3	0.0	-4	6	-6	-2
COC(=O)C1CN(C(=O)COc2cccc(C)c2C)c2ccccc2O1 (stereo unspecified)	4	2	1	1	-5	-0.1	0	-8	5	-2
CCOc1ccc(NC(=O)CSc2nc(=O)n(Cc3cccnc3)c3c2CCC3)cc1	4	0	-1	0	-1	0.4	-1	-1	-2	18
CCC(C)NC(=O)CSC1=Nc2ccccc2C2=NC(CCC(=O)NCc3ccco3)C(=O)N12 (stereo unspecified)	3	-4	-6	6	-9	-0.5	-4	4	4	0
Cc1cc(OCC(=O)N2CCC(C(=O)O)CC2)c2c(C)cc(=O)oc2c1	0	-270	-8	8	-330	9.7	1	2	3	-5
COc1cccc(C(=O)NCC2CCCN2S(=O)(=O)c2ccccc2)c1 (stereo unspecified)	1	-2	8	-9	-8	-0.3	19	-4	-3	0
COC(=O)C1=C(C)N(Cc2ccccc2C(F)(F)F)C(=NCc2ccc(OC)cc2)NC1c1ccc(F)cc1 (stereo unspecified)	-4	4	3	3	6	0.9	-1	-3	-10	8
CC1CCN(C(=O)CNS(=O)(=O)c2ccc(Br)s2)CC1	1	4	-3	-4	7	-0.1	-1	-7	-4	14
Cc1cccc(-c2nsc(SCC(=O)Nc3nccs3)n2)c1	-6	1	6	8	-2	0.4	1	-5	-1	1
Cc1cccc(C)c1Nc1c(-c2ccccn2)nc2ccccn12	-1	-18	9	3	-30	-0.5	-1	-3	12	9
O=C1CS/C(=N/N=C/c2ccccc2)N1Cc1ccco1	-2	3	2	-3	-7	0.1	0	1	-18	1
COC(=O)CNc1c(-c2ccccc2)nc2ccc(Br)cn12	0	-17	5	0	-17	0.8	-1	-1	4	-7
CC(OC(=O)CN1C(=O)c2ccccc2C1=O)C(=O)c1ccccc1 (stereo unspecified)	8	2	2	0	-1	-0.2	1	-2	17	6
CC(C)=CCCC(C)CN1CCC(n2nccc2NC(=O)c2ccccc2)CC1 (stereo unspecified)	-1	3	-1	-1	-4	0.4	2	-3	-11	-7
COc1ccccc1S(=O)(=O)N(C)C[C@H]1OCc2cn(nn2)CCCC(=O)N([C@H](C)CO)C[C@@H]1C	6	-2	0	-4	1	-0.7	-1	6	-1	-6
O=C(CN(Cc1ccccc1F)S(=O)(=O)c1ccc(Cl)cc1)NCCCO	6	0	9	-2	-1	-0.5	-1	-1	2	-1
CC1Cc2ccccc2N1C(=O)Cn1cnc2ccccc2c1=O (stereo unspecified)	0	-1	0	4	-2	0.2	1	2	-1	8
O=c1onc(-c2ccc(Cl)cc2)n1Cc1ccc(F)cc1	4	5	0	-7	-2	-0.4	1	-4	-4	-2
O=C(CSc1nc2ccccc2n1Cc1ccccc1)N/N=C/c1ccco1	5	2	2	1	0	-0.2	-4	-2	-8	9
COc1ccccc1N1CCN(CCCCOc2ccc(F)cc2)CC1	4	0	6	2	3	-0.4	-1	3	-5	-1
O=C(N/C(=C\c1ccc(F)cc1)C(=O)N1CCOCC1)c1ccccc1	0	4	-4	-8	-6	0.6	2	0	-2	7
C=CCSCC1Nc2cc(Cl)c(S(N)(=O)=O)cc2S(=O)(=O)N1 (stereo unspecified)	2	2	1	-4&7	0	0.4	3	-1	13	3
O=c1nc(-c2ccccc2)cc(C(F)(F)F)[nH]1	3	-28	5	-4	-42	2.6	19	4	3	-1
CCCn1nc(C(=O)Nc2ccc3nc(C)sc3c2)c2ccccc2c1=O	-4	8	-8	-4	3	-0.6	4	-4	1	-7
C(=N\n1cnnc1)/c1ccccn1	-5	-5	7	-3	-2	0.1	3	8	-1	11
